M1 ag parental = counter-screen for M1 agonists: effect in parental CHO-K1 cells. 360,000 tested, 0.48% active. Fluo-8 calcium fluorescence; scaled to maximal ATP response, vehicle zero. AID 602248. activation, % at 3 µM; in the data active = activation above about 15%;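 note: untransfected CHO-K1 host cells lacking M1 receptor as counterscreen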
TAAR1 ag = human TAAR1 agonism | Q96RJ0 | CHO RD-HGA16 TAAR1, Fluo-8 calcium fluorescence; vehicle wells 0%, saturating PEA agonist 100% | activation, % at 3 µM | 360,000 tested, 0.99% active;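 active = activation above the mean activation of all test compounds in the run plus 3 SD, cut at about 38% in these data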
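Benchmarks: low control DMSO, high control PEA (EC100); System: CHO RD-HGA16 cells carrying human TAAR1 plus Gα16; Detection: Fluo-8 fluorescence, 5 s baseline then 140 s kinetic read; Schedule: 17-24 h plating, Fluo-8 75 min 37 °C, 30 min RT; Read-out basis: % activation from peak over basal fluorescence ratio, DMSO-to-PEA scaled.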
TAAR1 antagonist = human TAAR1 antagonism | CHO RD-HGA16 TAAR1, Fluo-8 calcium fluorescence, antagonist | 360,000 tested, 1.5% active | Q96RJ0 | AID 624466 | inhibition, % at 3 µM;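 active = inhibition above a per-plate cutoff, the mean inhibition of test compounds on that plate plus 3 SD, cut at about 49% in these data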;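 note: 0% = DMSO plus EC80 beta-PEA response and 100% = DMSO alone without agonist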
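Assay system: CHO-derived RD-HGA16 cells stably expressing human TAAR1 plus Gα16. Timing: 140 s kinetic read after compound, 140 s after agonist. Technique: kinetic Fluo-8 calcium fluorescence measurement. Measure: % inhibition of agonist calcium response.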
CHO parental Ca = counter-screen for OX1R antagonists: effect in parental CHO cells. parental CHO-K1, ATP-induced calcium, Fluo-8 fluorescence. 330,000 tested, 0.63% active. inhibition, % at 5.6 µM;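 active = inhibition above that plate's mean sample inhibition plus 3 SD, cut at about 26% in these data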;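 note: 0% = ATP-challenged DMSO wells and 100% = DMSO wells without ATP; some compounds past the cut are filed as inactive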
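Test system: untransfected parental CHO cell line. Compound: one dose, 5.6 µM nominal. Detection: intracellular calcium via Fluo-8 no-wash fluorescent dye. Measure: % inhibition. Benchmarks: ATP-challenged DMSO wells low, unchallenged DMSO wells high.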
CHO-K1 Ca PAM = M1 PAM counterscreen hit in parental CHO-K1 cells; ATP EC20, Fluo-8 calcium fluorescence; 0% at ATP EC20, 100% at ATP max; activation, % at 3 µM; 360,000 tested, 0.02% active;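 active = activation above the run cutoff, the mean activation of all test compounds plus 3 SD, cut at about 40% in these data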;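 note: peak over basal fluorescence ratio in a 140 s read after ATP addition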
OXTR potentiator = human OXTR potentiation | activation, % at 3 µM | CHO-OTR cells, Fluo-8 calcium fluorescence, potentiator mode; 0% = oxytocin EC15, 100% = EC100 | AID 2445 | 320,000 tested, 0.061% active | P30559;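 active = activation above that plate's cutoff, the mean activation of tested compounds plus 3 SD, cut at about 6.6% in these data, passing the limit was not always enough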;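 note: 100% uses oxytocin at 75 nM as the full agonist control; some results filed as inactive read as strong as hits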
Target sequence (P30559 whole entry, looked up): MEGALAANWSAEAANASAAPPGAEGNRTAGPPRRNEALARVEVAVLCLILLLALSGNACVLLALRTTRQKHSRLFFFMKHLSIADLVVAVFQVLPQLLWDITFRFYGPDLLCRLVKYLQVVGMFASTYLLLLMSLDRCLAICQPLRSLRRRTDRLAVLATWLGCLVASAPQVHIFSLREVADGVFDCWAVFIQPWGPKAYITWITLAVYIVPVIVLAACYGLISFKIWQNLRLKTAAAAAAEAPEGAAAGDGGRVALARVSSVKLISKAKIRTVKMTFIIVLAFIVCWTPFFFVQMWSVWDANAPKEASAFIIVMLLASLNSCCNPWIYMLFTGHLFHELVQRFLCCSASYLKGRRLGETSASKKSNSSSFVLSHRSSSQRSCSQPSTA
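System: human OTR in CHO cells / Also added: sub-maximal oxytocin, roughly EC15 / Control set: EC15 oxytocin low, 75 nM oxytocin high / Schedule: 6 min compound pre-incubation at room temperature, 100 s kinetic read / Compound: single-point 3.0 µM / Replication: singlicate / Technique: Fluo-8 calcium dye fluorescence / Read-out basis: % activation of max/min ratio relative to oxytocin controls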
CHRM1 agonist = agonists of human M1 muscarinic receptor; activation, % at 3 µM; CHO-K1 hM1, Fluo-8 calcium fluorescence, agonist mode; 0% DMSO, 100% acetylcholine EC100; 360,000 tested, 0.33% active; P11229;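 active = activation above the run's mean compound activation plus 3 SD, cut at about 16% in these data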;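 note: peak over basal fluorescence ratio within a 140 s kinetic read after compound addition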
Target sequence (P11229 whole entry, looked up): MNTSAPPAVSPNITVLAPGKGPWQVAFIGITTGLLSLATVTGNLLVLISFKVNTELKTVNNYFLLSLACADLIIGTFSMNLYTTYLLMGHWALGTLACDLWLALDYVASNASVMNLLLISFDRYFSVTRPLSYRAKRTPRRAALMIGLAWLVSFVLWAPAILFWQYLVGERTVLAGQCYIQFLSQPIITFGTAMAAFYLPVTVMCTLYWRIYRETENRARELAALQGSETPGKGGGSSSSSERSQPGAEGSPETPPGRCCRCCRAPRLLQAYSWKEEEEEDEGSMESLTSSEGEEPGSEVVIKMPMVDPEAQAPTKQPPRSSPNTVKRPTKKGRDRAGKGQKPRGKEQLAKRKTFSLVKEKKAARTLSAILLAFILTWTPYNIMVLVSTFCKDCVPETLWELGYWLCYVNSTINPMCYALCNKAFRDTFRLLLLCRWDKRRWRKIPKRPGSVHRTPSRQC
M1 antag = antagonists of human M1 muscarinic receptor; 360,000 tested, 1.3% active; CHO-K1 hM1, Fluo-8 calcium fluorescence, ACh EC80 antagonist; inhibition, % at 3 µM; P11229; AID 588852;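 active = percent inhibition above its own plate's cutoff, namely the mean of that plate's compound wells plus 3 SD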;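 note: peak over basal fluorescence ratio during 140 s after agonist addition; 0% = ACh EC80 plus DMSO and 100% = DMSO alone without agonist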
CHO-K1 Ca antag = nonselective inhibitor or artifact in parental CHO-K1 cells. ATP-induced calcium, Fluo-8 fluorescence. inhibition, % at 3 µM. 360,000 tested, 0.6% active;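 active = inhibition above a per-plate cutoff, the plate's mean sample inhibition plus 3 SD, cut at about 24% in these data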;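 note: 0% = DMSO plus EC80 ATP and 100% = DMSO alone without ATP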
An asterisk follows results filed as active; . = not tested or not shown.

SMILES	M1 ag parental	TAAR1 ag	TAAR1 antagonist	CHO parental Ca	CHO-K1 Ca PAM	OXTR potentiator	CHRM1 agonist	M1 antag	CHO-K1 Ca antag
COc1ccc(Cc2nnc(NC(=O)C3CC(=O)N(c4ccccc4C)C3)s2)cc1OC (stereo not given)	0.8	0	-21	7	1	-6	0	-15	-7
COc1ccccc1CNC(=O)C(=O)NCCC1CCCCN1S(=O)(=O)c1ccc(C)cc1 (stereo not given)	2.5	2	-3	2	19	-20	-4	-3	3
COCCn1nnnc1C1(N(Cc2cc3cc(C)ccc3[nH]c2=O)CC2CCCO2)CCN(C)CC1 (stereo not given)	-0.1	8	-7	-13	14	-1	-3	-11	-5
CCc1ccc(CN2CCCC(C(=O)Nc3ccc(-c4cscn4)cc3)C2)o1 (stereo not given)	1.2	8	-10	-21	18	-23	-4	5	-6
CCN(c1ccccc1)S(=O)(=O)c1ccc(C(=O)Nc2cccc(NC(C)=O)c2)cc1	5.0	20	19	-17	-5	-7	-3	-7	-8
C=CCn1c(C)cc(C(=O)COC(=O)C2CC(=O)N(CCc3ccc(OC)c(OC)c3)C2)c1C (stereo not given)	1.8	1	-23	3	12	-6	-2	0	-6
S=C(NCCCCc1ccccc1)NCc1ccccc1	0.0	-2	-4	.	0	.	-1	-11	4
CN(C(=O)c1ccc(NC(=O)Cc2ccc(NC(=O)C3CCN(C(=O)c4ccccc4)CC3)cc2)cc1)C1CCCC1	0.4	0	-5	.	16	.	-6	-19	-8
Cc1ccc(N(CC(=O)Nc2ccccc2C(=O)N2CCOCC2)S(C)(=O)=O)cc1	0.2	3	5	-15	0	-1	-3	-16	2
COC1CCN(C(=O)c2ccc3oc(Cc4ccc(Cl)cc4)nc3c2)CC1	4.2	5	-21	-15	6	-1	0	8	-10
CC[C@]12c3[nH]c4cc(-c5ccco5)ccc4c3CCN1C(=O)[C@@H](CC(=O)NCCCOC)C[C@@H]2C(=O)N1CCN(C(=O)c2ccco2)CC1	0.7	0	-17	-15	15	.	-6	-13	-21
NC(=O)/C(=C/c1ccco1)C(N)=S	-0.2	8	3	-3	-17	-3	-3	13	15
COc1ccc(-c2nn(Cc3ccccc3)cc2C(=O)N2CCN(c3ccccn3)CC2)cc1OC	1.5	12	-8	-18	15	4	-3	8	-21
CNC(=O)c1c(Cl)cnn1-c1ccc(F)cc1	-0.2	6	-9	-12	8	5	-7	4	1
COc1cc(S(=O)(=O)N2CCOCC2)ccc1NC(=O)CN1c2cccc3cccc(c23)S1(=O)=O	0.3	0	-1	-13	11	-5	-5	-6	-1
O=C(O)CN1C(=O)c2cccc(Oc3ccc(Cl)cc3)c2C1=O	-0.6	10	0	-7	-5	-10	1	7	30*
CCOC(=O)c1cnc2c(CC)cccc2c1NCCN1CCOCC1	0.0	14	-15	-13	-11	-8	-9	64*	23
Cc1nnc2n1N=C(c1ccc3c(c1)NC(=O)CO3)CS2	.	2	-9	-5	.	0	.	.	.
COc1ccc(S(=O)(=O)N2CCC(C(=O)NCCc3c[nH]c4ccccc34)CC2)cc1	1.8	6	-8	1	-4	-13	-3	-11	9
CC(C)N1C(=O)c2ccccc2C1C(=O)NC1CCCCCC1 (stereo not given)	-0.4	3	3	-4	19	4	0	-4	-16
CCCc1nnc(NC(=O)CCC(=O)Nc2ccc(Cl)cc2)s1	0.2	4	-8	-6	-13	2	0	-21	-10
O=C(c1c(F)cccc1F)N1CCN(c2cccc(C(F)(F)F)c2)CC1	2.6	7	12	6	12	-9	-4	7	6
O=C(NCc1ccccn1)C1CCN(S(=O)(=O)c2cnc[nH]2)CC1	0.2	13	-7	5	-1	-5	-3	8	-2
Cc1cccc(NC(=O)NCCN2C(=O)C3C4C=CC(C4)C3C2=O)c1 (stereo not given)	-0.1	1	-3	-19	-6	3	-1	-18	0
Cc1nc2ccc(NC(=S)NC3CC3)cc2nc1C	-0.4	7	-8	-7	-15	-1	-5	9	27*

Two of the compounds above, bar-delimited:
SMILES | M1 ag parental | TAAR1 ag | TAAR1 antagonist | CHO parental Ca | CHO-K1 Ca PAM | OXTR potentiator | CHRM1 agonist | M1 antag | CHO-K1 Ca antag
Cc1nnc2n1N=C(c1ccc3c(c1)NC(=O)CO3)CS2 | . | 2 | -9 | -5 | . | 0 | . | . | .
COc1ccc(S(=O)(=O)N2CCC(C(=O)NCCc3c[nH]c4ccccc34)CC2)cc1 | 1.8 | 6 | -8 | 1 | -4 | -13 | -3 | -11 | 9

12 compounds already listed, sorted by SMILES length, ascending.
SMILES	M1 ag parental	TAAR1 ag	TAAR1 antagonist	CHO parental Ca	CHO-K1 Ca PAM	OXTR potentiator	CHRM1 agonist	M1 antag	CHO-K1 Ca antag
NC(=O)/C(=C/c1ccco1)C(N)=S	-0.2	8	3	-3	-17	-3	-3	13	15
S=C(NCCCCc1ccccc1)NCc1ccccc1	0.0	-2	-4	.	0	.	-1	-11	4
Cc1nnc2n1N=C(c1ccc3c(c1)NC(=O)CO3)CS2	.	2	-9	-5	.	0	.	.	.
CCCc1nnc(NC(=O)CCC(=O)Nc2ccc(Cl)cc2)s1	0.2	4	-8	-6	-13	2	0	-21	-10
O=C(NCc1ccccn1)C1CCN(S(=O)(=O)c2cnc[nH]2)CC1	0.2	13	-7	5	-1	-5	-3	8	-2
O=C(c1c(F)cccc1F)N1CCN(c2cccc(C(F)(F)F)c2)CC1	2.6	7	12	6	12	-9	-4	7	6
COc1ccccc1CNC(=O)C(=O)NCCC1CCCCN1S(=O)(=O)c1ccc(C)cc1 (stereo not given)	2.5	2	-3	2	19	-20	-4	-3	3
CCN(c1ccccc1)S(=O)(=O)c1ccc(C(=O)Nc2cccc(NC(C)=O)c2)cc1	5.0	20	19	-17	-5	-7	-3	-7	-8
COCCn1nnnc1C1(N(Cc2cc3cc(C)ccc3[nH]c2=O)CC2CCCO2)CCN(C)CC1 (stereo not given)	-0.1	8	-7	-13	14	-1	-3	-11	-5
C=CCn1c(C)cc(C(=O)COC(=O)C2CC(=O)N(CCc3ccc(OC)c(OC)c3)C2)c1C (stereo not given)	1.8	1	-23	3	12	-6	-2	0	-6
COc1cc(S(=O)(=O)N2CCOCC2)ccc1NC(=O)CN1c2cccc3cccc(c23)S1(=O)=O	0.3	0	-1	-13	11	-5	-5	-6	-1
CC[C@]12c3[nH]c4cc(-c5ccco5)ccc4c3CCN1C(=O)[C@@H](CC(=O)NCCCOC)C[C@@H]2C(=O)N1CCN(C(=O)c2ccco2)CC1	0.7	0	-17	-15	15	.	-6	-13	-21

Carrying on:
SMILES	M1 ag parental	TAAR1 ag	TAAR1 antagonist	CHO parental Ca	CHO-K1 Ca PAM	OXTR potentiator	CHRM1 agonist	M1 antag	CHO-K1 Ca antag
COc1cccc(/C=C/C(=O)OCC(=O)NCCC2=CCCCC2)c1	0.1	1	-14	-16	-6	0	-2	4	-6
CCCCNC(=O)C1(C)CCN1C(=O)c1ccc(F)c(C)c1 (stereo not given)	-0.1	5	-12	.	3	.	-4	-13	3
Cc1ccc(C)c(N2CCN(CCCNC(=O)CCC(=O)N3CCOc4ccc(Cl)cc43)CC2)c1	.	9	3	-12	.	-12	.	.	.
O=C(COC(=O)c1cc(Cl)cc(Cl)c1)NCc1ccco1	0.2	-2	-5	-6	15	-6	-7	-3	-11
CCCc1nnc(NC(=O)c2cccs2)s1	-0.1	0	0	-3	4	-9	2	-12	-7
Cc1ccccc1OCCCCCn1ccnc1	1.4	14	-6	-8	8	5	-7	-8	1
Cn1cc(Cl)c(C(=O)N/N=C/c2ccc3c4c(cccc24)CC3)n1	-0.3	.	.	-25	12	-10	3	-15	7
CCOC(=O)C1CCN(C(=O)c2ccc(OC)cc2OC)CC1	0.2	11	-6	2	4	-2	-6	4	-2
CCN(CC)C(=O)Cc1cn(C)c2ccccc12	0.6	2	-8	-6	7	-1	-7	-1	1
CN(C)c1ccc(O)c2c1CC1CC3[C@@H](N(C)C)C(=O)C(C(N)=O)C(=O)[C@]3(O)C(=O)C1C2=O (stereo not given in full)	2.6	0	1	-4	8	0	0	-17	1
Cc1oc(-c2cccc(Cl)c2)nc1CN1CCC(C(=O)N2CCN(c3ccccn3)CC2)CC1	6.7	.	.	-16	15	-8	-6	-1	-4
O=C(Cc1ccccc1)NCCc1cnc[nH]1	0.9	-2	7	-1	4	-11	-4	1	-12
O=C(NNS(=O)(=O)c1cccc(Cl)c1Cl)c1cccc(S(=O)(=O)N2CCOCC2)c1	0.2	1	-15	-10	15	-5	-4	0	-13
Fc1ccccc1-c1nc(N2CCCCC2)c2ccccc2n1	0.8	12	-13	-40	30	-5	-9	-3	-13
CCCCOC(C)n1cc(F)c(=O)[nH]c1=O (stereo not given)	1.0	6	-4	-1	22	-3	-6	-6	-7
O=C(NC1CC1)c1cc2c(s1)-c1ccccc1OC2	0.8	-1	7	-1	-5	-5	-2	-11	-11
O=c1[nH]c2ccccc2cc1-c1nnn(-c2ccccc2)n1	0.4	6	9	-4	-2	-8	-1	-9	-18
COc1cc2nc(CN3CCC(C(O)(c4ccccc4)c4ccccc4)CC3)[nH]c(=O)c2cc1OC	0.6	0	-6	-18	-10	7	-8	13	-4
O=C(Cn1ncc2c1-c1ccccc1OC2)Nc1nc2ccccc2s1	1.3	7	6	0	16	-10	-1	-1	-6
CC(NC(=O)c1cc2c(s1)CS(=O)(=O)C2)c1ccccc1 (stereo not given)	0.5	15	-31	-4	-2	-1	-4	-2	-4
COc1ccc(C(=O)COC(=O)CN2C(=O)C3C4C=CC(C4)C3C2=O)cc1 (stereo not given)	1.2	17	1	-4	13	-13	-2	-11	-5
CCCOc1ccc(F)cc1-c1cc(C(=O)Nc2ccc(C(C)C)cc2)[nH]n1	-0.2	1	-18	.	-3	.	0	-11	10
COc1cc(C(=O)Nc2nnc(S(=O)(=O)N3CCCCCC3)s2)cc(OC)c1OC	3.6	1	-13	-16	15	-7	0	-2	-14
COc1cccc(C2Nc3cc(Cl)c(S(N)(=O)=O)cc3S(=O)(=O)N2)c1 (stereo not given)	0.6	6	9	-2	19	-2	-2	-1	0
NC(c1ccc(F)c(F)c1)c1nc(-c2ccc3ccccc3c2)cs1 (stereo not given)	1.0	2	8	.	12	.	-1	16	-8
COc1cc(C(=O)NCCOc2cccc(C)c2)c(Br)c(OC)c1OC	0.5	8	7	-32	18	4	-4	-15	-12
